# Bioassay records deposited in PubChem BioAssay by National Center for Advancing Translational Sciences (NCATS).
# Apoferritin bind: qHTS Assay for Identification of Novel General Anesthetics | 350,000 compounds, 0.074% hits | apoferritin/1-aminoanthracene competitive binding, fluorescence | Ferritin light chain (Equus caballus), P02791 | Potency, µM (titrated, usually from 77.5 µM), for the others: at the highest dose activity change, negative = displacement, most hits filed as inhibitors; note: potency is the fitted concentration of half-maximal effect; % is set by controls: 0 for no effect and ±100 for the full control effect; nearly all actives have a fitted effect of over 20% in size
# Target sequence (P02791 2-175 limits assumed): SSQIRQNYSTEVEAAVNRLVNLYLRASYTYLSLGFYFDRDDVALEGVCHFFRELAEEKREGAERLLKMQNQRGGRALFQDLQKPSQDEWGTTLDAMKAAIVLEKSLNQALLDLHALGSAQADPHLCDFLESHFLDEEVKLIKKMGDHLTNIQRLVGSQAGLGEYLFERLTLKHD
#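 Apoferritin-based anesthetic binding model; compound displacement of fluorescent 1-AMA measured as endpoint fluorescence after 10 minutes at room temperature, scaled to free-ligand and complex controls.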
# POLI inh: qHTS for Inhibitors of Polymerase Iota. Potency, µM (top dose mostly 115 µM), for the others: top-dose activity, negative = inhibition, most hits filed as inhibitors. 390,000 compounds, 1% hits. Pol iota fluorescent replication assay, 10 min. DNA polymerase iota (Homo sapiens), Q9UNA4; note: potency is the fitted concentration of half-maximal effect
#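 Fluorescent replication assay read twice, at 0 min and 10 min after adding 50 nM (final) substrate. Enzyme (10 nM) and compounds were first incubated 15 min at room temperature; enzyme-free buffer wells were negative controls.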
# POLK inh: qHTS for Inhibitors of Polymerase Kappa; DNA polymerase kappa (Homo sapiens), Q9UBT6; purified Pol kappa, fluorescent DNA synthesis assay, 10 min; Potency, µM (titrated, usually from 107 µM), without a hit: at the top dose activity, negative = inhibition, most hits filed as inhibitors; 400,000 compounds, 0.53% hits; AID 588579, 2011; note: potency is the fitted concentration of half-maximal effect; % is set by controls: 0 for no effect and ±100 for the full control effect
#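 Kinetic fluorescence screen: compound preincubated 15 min RT with 10 nM enzyme; 50 nM substrate (final) initiates; reads at 0/10 min.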
# BLM helicase inh: qHTS Assay for Inhibitors of Bloom's syndrome helicase (BLM). RecQ-like DNA helicase BLM (Homo sapiens), P54132. 350,000 compounds, 0.2% hits. recombinant BLM DNA unwinding, fluorescence dequenching. AID 2528, 2010. Potency, µM (titrated, usually from 56.1 µM), for inactives: at the top dose activity change, negative = inhibition, actives largely listed as inhibitors;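 note: potency is the fitted concentration of half-maximal effect; plate controls were vehicle for no effect and no enzyme for full effect; nearly all actives have a fitted effect of over 35% in size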
# Glioma ERSR ind: qHTS for Inducers of the Endoplasmic Reticulum Stress Response (ERSR) in Human Glioma: qHTS; 420,000 compounds, 0.02% hits; AID 602332, 2012; Potency, µM, without a hit: at the top dose activation, actives largely listed as activators; U87-MG GRP78 promoter luciferase reporter, 16 h; note: potency is the fitted concentration of half-maximal effect; series mostly up to about 76 µM; % of control where 0% means no effect; nearly all actives have a fitted effect of over 35% in size
#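 Stably transfected U87-MG glioma cells carrying a GRP78-based luciferase sensor; 16 h compound incubation. Luminescence end-point read 10 min after Bright-Glo addition at room temperature.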
# LDHA inh: qHTS assay for inhibitors of human lactate dehydrogenase. L-lactate dehydrogenase A chain (Homo sapiens), P00338. purified LDHA, NADH/diaphorase-resazurin fluorescence; hits give low values. activity change, % (values are at about 110 or 230 µM). 480,000 compounds, 0.15% hits. AID 1347041, 2019; in the data active = activity change below about -30%; inconclusive = mostly about -25% to -30%;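 note: plate controls were DMSO wells for no effect and wells without enzyme for full effect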
#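 Resorufin fluorescence (ex540/em590), read at 0 and 20 min after diaphorase/resazurin addition, reports the NADH left after a 5 min room-temperature reaction of 2 nM human LDH5 with 0.06 mM NADH and 0.2 mM pyruvate.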
# Pol eta inh: qHTS for Inhibitors of Polymerase Eta. DNA polymerase eta (Homo sapiens), Q9Y253. recombinant Pol eta, fluorescent DNA replication assay. Potency, µM (top dose mostly 114 µM), inactives show at the top dose activity change, negative = inhibition, usual class: inhibitors. 390,000 compounds, 1.2% hits. AID 588591, 2011; note: potency is the fitted concentration of half-maximal effect; % is set by controls: 0 for no effect and ±100 for the full control effect
#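 Pol eta (10 nM) was preincubated with compounds for 15 min at room temperature, after which fluorescent replication substrate (50 nM final) was added to start the reaction. Fluorescence was read kinetically at 0 and 10 min.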
# Pol beta inh: qHTS Assay for Inhibitors of DNA Polymerase Beta | P06746 | Pol beta primer extension/strand displacement, fluorescence kinetic | Potency, µM (titrated, usually from 114 µM), for the others: at the highest dose activity change, negative = inhibition, most hits filed as inhibitors | 340,000 compounds, 1.3% hits | AID 485314, 2010; note: potency is the fitted concentration of half-maximal effect; % is set by controls: 0 for no effect and ±100 for the full control effect
#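 Curves were derived by four-parameter Hill fits of normalized qHTS data. The kinetic fluorescent primer-extension read was taken at 0 and 10 min after 50 nM substrate, following a 15 min room-temperature preincubation of 10 nM enzyme with compounds.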
# APE1 inh: qHTS Assay for Inhibitors of the Human Apurinic/apyrimidinic Endonuclease 1 (APE1). DNA repair nuclease/redox regulator APEX1 (Homo sapiens), P27695. AID 2517, 2012. Potency, µM (highest dose often 65.8 µM), without a hit: at the top dose activity change, negative = inhibition, hits mostly inhibitors. 350,000 compounds, 0.35% hits. recombinant APE1, TAMRA/BHQ-2 abasic DNA cleavage fluorescence;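 note: potency is the fitted concentration of half-maximal effect; plate controls were vehicle for no effect and reference inhibitor for full effect; nearly all actives have a fitted effect of over 55% in size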
# Target sequence (P27695 whole entry, looked up): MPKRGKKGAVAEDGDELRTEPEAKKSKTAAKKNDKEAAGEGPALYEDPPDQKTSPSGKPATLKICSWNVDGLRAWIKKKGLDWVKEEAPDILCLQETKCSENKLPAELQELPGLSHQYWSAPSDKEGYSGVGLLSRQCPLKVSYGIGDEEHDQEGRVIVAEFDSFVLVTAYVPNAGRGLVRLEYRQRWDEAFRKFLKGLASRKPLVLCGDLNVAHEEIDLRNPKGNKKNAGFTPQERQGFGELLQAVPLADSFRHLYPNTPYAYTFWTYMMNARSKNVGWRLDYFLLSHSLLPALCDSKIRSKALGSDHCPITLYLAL
#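 Kinetic fluorescence read (525 ex/598 em nm, three reads 60 s apart) of AP-site incision; signal = third minus first read. Enzyme 0.75 nM, dual-labelled THF duplex 50 nM, compound preincubation 15 min RT.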
# An asterisk follows results filed as active; ? = inconclusive; · = no result given; & = joins results of further samples; [ ] = another dose, or the depositor's remark. Unless noted, calls come from the whole dose curve; as a rule, active = well fitted curve in the direction sought with a large enough effect; inconclusive = small, poorly fitted or top-dose-only effect, or another doubt; inactive = no such curve, though single readings can be large; an effect the other way counts as inactive or inconclusive. Not all compounds are listed (hit frequency here may not be typical).
SMILES,Apoferritin bind,POLI inh,POLK inh,BLM helicase inh,Glioma ERSR ind,LDHA inh,Pol eta inh,Pol beta inh,APE1 inh
O=C(C1CCCO1)N1CCN(Cc2c(O)ccc3ccccc23)CC1 (stereo unspecified),?,13%,-13%,-3%,6%,18,-3%,9%,-3%
CCOc1ccc(N(CC(=O)NC2CCCCC2)S(=O)(=O)c2c(C)noc2C)cc1,0%,28%,1%,6%,-4%,-6,-12%,26%,-3%
COc1ccc(C(CNC(=O)C(CC(C)C)NS(=O)(=O)c2ccc(C)cc2)N2CCOCC2)cc1 (stereo unspecified),·,0%,-14%,·,-5%,-5,-5%,·,8%
CCCc1nnc(NC(=O)CNc2ccc(F)cc2)s1,-14%,-5%,-3%,1%,-6%,-1,-8%,7%,0%
Cc1ccc(CCNC(=O)c2ccc3c(c2)c(C)c(C)n3Cc2ccccc2)cc1,63%[activator],16%,-8%,-11%,-3%,-5,-9%,3%,·
COc1ccc(-c2cc(C(=O)NN)[nH]n2)cc1OC,-19%,-13%,-3%,-6%,-2%,-4,4%,15%,14%
Cc1ccc(-n2nc3c(=O)n(CC(=O)NCCc4ccccc4C)nc(C)c3c2C)cc1,-17%,7%,-17%,2%,3%,-4,15%,-3%,-17%
O=C(Nc1ccc(S(=O)(=O)N2CCOCC2)cc1)c1ccc(Br)o1,-1%,-17%,5%,-2%,0%,-4,-5%,10%,2%
COc1ccc(C(=O)NCC(c2ccc3c(c2)OCO3)N2CCOCC2)cc1OC (stereo unspecified),1%,5%,-4%[60.1 µM],0%,-4%,2&-4,-9%,4%,·
Cc1cc(NC(=O)CCCC(=O)N(CC(=O)NCCc2ccccc2)Cc2ccc(F)cc2)no1,-8%,22%,3%,0%,-3%,-2,-8%,7%,4%
NC(=O)c1ncn(C2OC(CO)C(O)C2O)n1 (stereo unspecified),·,·,-3%[60.1 µM],4%,-2%,·,·,·,1%
NC(=O)N/N=C/c1c(Sc2nnnn2-c2ccccc2)nc2ccccn2c1=O,8%,25%,5%,0%,0%,-2,-6%,5%,-8%
Cn1c(O)c(/C=C2\C=Nc3ccccc32)sc1=Nc1ccc(C(=O)O)cc1,-6%,?,3%,-1%,2%,-35*,?,0%,?
CNC(=O)C(=O)N/N=C/c1cccnc1,12%,-7%[58.9 µM],-10%,3%,-4%,-2,-17%,24%,5%
O=S(=O)(Nc1ccccn1)c1ccc(C(F)(F)F)cc1Cl,0%,50%[activator],-6%,-6%,-6%,-16,10%,0%,-2%
COc1ccc(OC)c(NC(=O)c2ccc(CN3CCc4ccccc4C3)cc2)c1,4%,0%,-21%,-24%,-5%,0,-21%,6%,-3%
Cc1nn(-c2nc(-c3ccc(F)cc3)cc(C(F)(F)F)n2)c(C)c1Cl,?,6%,-6%,-13%,0%,-4,-17%,?,·
O=C(CSC1=NCCN1)Nc1cccc(C(F)(F)F)c1,-12%,120%[activator],-10%,-5%,-3%,-9,0%,-4%,0%
CCCN(CC(=O)Nc1ccccc1C)C(=O)C1CC(=O)N(Cc2ccccc2)C1 (stereo unspecified),·,14%,-11%,·,-5%,-3,1%,·,15%
COc1ccc(Cc2n[nH]c(=S)n2N)cc1OC,-4%,104%[activator],-7%,-1%,-6%,12,-8%,?,1%
O=C(NCCc1ccccc1)c1cnc2ccccn2c1=O,-8%,-19%,-4%,1%,-7%,2,-4%,0%,-3%
CCNc1nc(N)nc(Oc2ccc(OCC(=O)OC)nn2)n1,0%,6%,-10%,3%,-2%,-8,-13%,0%,·
CCCOc1ccccc1NC(=O)CC1Nc2ccccc2NC1=O (stereo unspecified),-7%,-7%[58.9 µM],-22%,-5%,-2%,0,-9%,-2%,4%
COc1ccc(/C=N/NC(=O)c2cccc(COCC(F)(F)C(F)F)c2)cc1,-23%,4%,-9%,-4%,3%,-8,-11%,4%,3%
Cc1ccc(C)c(N2CCN(C(=O)CCc3nc(-c4cccc(Br)c4)no3)CC2)c1,·,13%,7%,·,-1%,-2,-18%,·,-9%
# (list continues)
SMILES,Apoferritin bind,POLI inh,POLK inh,BLM helicase inh,Glioma ERSR ind,LDHA inh,Pol eta inh,Pol beta inh,APE1 inh
COc1ccc(CCn2cnc(=O)c(C#N)c2C)cc1OC,-1%,96%[activator],-3%,-2%,-2%,-1,-15%,6%,-3%
CN1C(C(=O)NCCc2cccs2)CC2Cn3c(nc4cc(Cl)c(Cl)cc43)C21 (stereo unspecified),4%,23%,8%,-2%,-3%,-7,-6%,5%,3%
CCCCc1nn(-c2cc(Cl)ccc2OC)c2c1C(=O)CC(C)(C)C2,-13%,9%,-9%,0%,0%,2,-30%,-29%,-3%
Cc1ccc(OCC(=O)Nc2ccncc2)cc1,-3%,100%[activator],-14%,-2%,2%,-5,10%,39%,-1%
CN1CCCC2(CCN(C(=O)c3cnccn3)CC2)C1,·,·,2%[60.1 µM],4%,-3%,·,·,·,4%
O=C(NCC(=O)N(Cc1cccs1)C(C(=O)NC1CCCC1)c1cccnc1)c1ccco1 (stereo unspecified),3%,0%,1%,-1%,-5%,-4,-2%,15%,?
CCOC(=S)SCC(=O)N1CCc2ccccc2C1C1C(=O)CC(C)(C)CC1=O (stereo unspecified),-2%,10%,0%,0%,-3%,-3,-18%,9%,1%
Cc1c(NC(=O)COC(=O)c2cccn2C)c(=O)n(-c2ccccc2)n1C,·,7%,-9%,·,-2%,-7,-23%,·,20%
CCC(=O)Nc1nnc(SCCN2CCOCC2)s1,0%,16%,-4%,1%,-1%,-4,-21%,3%,-1%
CN(C)c1ccc(S(=O)(=O)N2CCCCC2)cc1NC(=O)CN1C(=O)NC2(CCCC2)C1=O,·,-13%,-6%,·,-2%,-1,-8%,·,-16%
CC(=O)c1ccc(OCC(=O)N(C)CC(=O)Nc2ccc(N3CCOCC3)cc2)cc1,·,-14%,-4%,·,0%,-5,-1%,·,46%[activator]
CCCCN(C)C(=O)c1nc2ccccn2c1CN1CCN(c2ccccn2)CC1,-5%,60%[activator],4%,-4%,0%,-4,-8%,47%[activator],12%
CCC(=O)N1CCCc2cc(S(=O)(=O)N3CCCc4ccccc43)ccc21,2%,-13%,-12%,-13%,5%,0,-7%,3%,10%
Cc1ccc(-n2c3c(c(=O)[nH]c2=O)C(NC(=O)c2ccccc2C)(C(F)(F)F)C(=O)N3)cc1 (stereo unspecified),-3%,0%,-9%,-1%,-4%,-2,-21%,?,·
Cc1ccccc1COc1ccc(/C=N/NC(=O)c2nnn(-c3nonc3N)c2CN2CCC(C)CC2)cc1,-24%,29%,-2%,-11%,0%,-1,-18%,0%,-14%
COc1cc(C)c(-c2[nH]ncc2-c2csc(C)n2)c(O)c1,-2%,29%,-4%,-11%,-5%,29,-10%,2%,7%
Cc1ccc(C(C)C)c(OCC(=O)Nc2ccc(O)c(-c3nc4cc(Cl)ccc4o3)c2)c1,4%,0%,-9%,0%,-1%,-10,-1%,?,·
CC1CCCCC1NC(=O)C1CC=CCC1C(=O)O (stereo unspecified),-16%,9%,4%,-2%,-6%,-1,-18%,1%,0%
CCOc1ccc(C2c3c(oc4ccccc4c3=O)C(=O)N2Cc2ccc3c(c2)OCO3)cc1 (stereo unspecified),-6%,0%,9%,-4%,-4%,-1,8%,0%,·
CCC(=O)NC(Nc1nc(C)cs1)(C(=O)OC)C(F)(F)F (stereo unspecified),4%,-3%,-3%,-1%,-4%,0,-21%,-18%,-11%
COc1ccc(CNC(=O)CN2C(=O)COc3ccc(S(=O)(=O)Nc4ccccc4)cc32)cc1,-15%,-3%,-10%,-4%,-2%,-2,-4%,0%,·
O=C1NC(c2ccccc2)=NC1(Nc1ccccn1)C(F)(F)F (stereo unspecified),-1%,65%[activator],-9%,4%,-3%,-4,-16%,-2%,1%
Cc1c(-c2ccco2)[n+](=O)c2c(n1[O-])CCCCC2,-8%,11%,5%,0%,-2%,-2,9%,35%,3%
CCN(CC#CCC(O)(c1ccccc1)c1ccccc1)C(C)C,-13%,3%,-20%,-4%,-1%,-3,-9%,-1%,-7%
Nc1ccccc1S(=O)(=O)NC1=NCCCCC1,-2%,5%,-1%,-1%,-1%,-9,-2%,0%,7%
CCCc1ccc(-c2ccc(C(=O)Oc3ccc(OCC)cc3)cc2)nc1,0%,21%,-11%,-1%,5%,-12,-7%,28%,·
COc1ccccc1N1CCN(c2ccc(NC(=O)c3ccc(C)cc3)cc2C(=O)O)CC1,-14%,-20%,-2%[60.1 µM],3%,-2%,-1,5%,79%,·
CC(C)=CC(=O)Nc1nnc(C(C)C)s1,-9%,1%,-3%,-2%,-8%,-7,-5%,0%,-4%
CC(=O)Nc1cccc(NC(=O)C2CCN(C(=O)c3ccco3)CC2)c1,-3%,0%,-3%,2%,-5%,-2,-7%,-5%,47%[activator]

# LDHA inh, what is marked active above.
structure,Apoferritin bind,POLI inh,POLK inh,BLM helicase inh,Glioma ERSR ind,LDHA inh,Pol eta inh,APE1 inh
Cn1c(O)c(/C=C2\C=Nc3ccccc32)sc1=Nc1ccc(C(=O)O)cc1,-6%,?,3%,-1%,2%,-35*,?,?

# Quoted from the listing:
# In POLI inh, `COc1ccc(C(=O)NCC(c2ccc3c(c2)OCO3)N2CCOCC2)cc1OC` (stereo unspecified) is listed with 5%
# In POLI inh, `O=C1NC(c2ccccc2)=NC1(Nc1ccccn1)C(F)(F)F` (stereo unspecified) is listed with 65%[activator]
# In BLM helicase inh, `CCCOc1ccccc1NC(=O)CC1Nc2ccccc2NC1=O` (stereo unspecified) is listed with -5%
# In Glioma ERSR ind, `COc1ccc(CCn2cnc(=O)c(C#N)c2C)cc1OC` is listed with -2%
